High-throughput results from PubChem.
PfGluPho inh = PfG6PD (Plasmodium falciparum) enzyme inhibition; PfGluPho enzyme, NADPH resazurin-diaphorase fluorescence; inhibition, % at 20 µM; hit rate 0.78% among 350,000; AID 504690;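 active means inhibition reaching at least a set limit at 20 µM in the primary screen, cut at about 59% in these data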;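 further: 0% = DMSO wells with substrate and 100% = DMSO wells lacking glucose-6-phosphate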
Apaf1 inhib = blocks human Apaf-1 apoptosome activity; O14727; reconstituted apoptosome caspase-3 activity, DEVD-Rh110 fluorescence; inhibition, % at 20 µM; hit rate 0.71% among 330,000; AID 489030; active means inhibition of at least 40% at 20 µM;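 further: plate controls were DMSO wells for no effect and DEVD-CHO caspase inhibitor wells for full effect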
Target sequence (O14727 whole entry, looked up): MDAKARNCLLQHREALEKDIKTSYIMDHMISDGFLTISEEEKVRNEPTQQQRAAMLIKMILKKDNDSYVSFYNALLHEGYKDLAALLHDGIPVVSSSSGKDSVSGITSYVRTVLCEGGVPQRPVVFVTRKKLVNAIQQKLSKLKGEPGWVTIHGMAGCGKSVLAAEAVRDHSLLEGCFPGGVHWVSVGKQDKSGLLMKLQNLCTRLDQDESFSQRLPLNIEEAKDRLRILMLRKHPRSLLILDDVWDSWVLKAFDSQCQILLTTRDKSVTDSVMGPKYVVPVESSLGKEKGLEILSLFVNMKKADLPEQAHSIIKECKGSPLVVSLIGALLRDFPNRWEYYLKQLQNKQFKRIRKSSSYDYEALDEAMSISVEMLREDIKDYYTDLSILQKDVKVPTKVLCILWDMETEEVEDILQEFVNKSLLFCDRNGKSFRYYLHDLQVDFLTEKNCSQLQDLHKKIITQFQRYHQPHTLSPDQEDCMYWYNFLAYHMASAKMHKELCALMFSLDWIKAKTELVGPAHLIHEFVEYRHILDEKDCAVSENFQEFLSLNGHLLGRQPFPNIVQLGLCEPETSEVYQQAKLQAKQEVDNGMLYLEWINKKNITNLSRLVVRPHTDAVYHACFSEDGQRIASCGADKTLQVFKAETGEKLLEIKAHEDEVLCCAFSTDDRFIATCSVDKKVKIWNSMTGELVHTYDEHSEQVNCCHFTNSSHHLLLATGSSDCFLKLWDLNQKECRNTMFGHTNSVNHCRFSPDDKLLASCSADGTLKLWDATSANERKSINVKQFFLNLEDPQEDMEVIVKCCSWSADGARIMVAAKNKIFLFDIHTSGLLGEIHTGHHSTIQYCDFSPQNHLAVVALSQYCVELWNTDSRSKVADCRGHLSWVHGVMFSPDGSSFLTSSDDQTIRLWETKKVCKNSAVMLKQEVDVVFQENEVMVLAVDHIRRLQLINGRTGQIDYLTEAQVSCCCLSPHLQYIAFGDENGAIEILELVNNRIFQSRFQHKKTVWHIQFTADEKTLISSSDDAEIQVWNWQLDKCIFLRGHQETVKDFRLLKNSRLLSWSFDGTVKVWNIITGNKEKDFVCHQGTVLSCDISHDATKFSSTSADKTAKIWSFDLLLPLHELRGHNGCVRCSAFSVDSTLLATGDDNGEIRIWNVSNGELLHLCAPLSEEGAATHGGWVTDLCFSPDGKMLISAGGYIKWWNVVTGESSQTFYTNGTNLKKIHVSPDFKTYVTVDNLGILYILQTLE
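Material: cell-free apoptosome with Apaf-1, procaspase-3 and caspase-9; Buffer or medium: Hepes pH 7.5 with detergent and BSA; Reagent: cytochrome c trigger plus (Z-DEVD)2-Rh110 caspase-3 substrate; Times: compound with Apaf-1, dATP, procaspase-3 30 min, then 50 min reaction, room temperature; Technique: Rh110 fluorescence intensity.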
HKDC1 inhibitor = inhibitors of human hexokinase HKDC1; hit rate 0.16% among 340,000; inhibition, % at 20 µM; Q2TB90; AID 493160; recombinant HKDC1, G6PDH/diaphorase resazurin coupled fluorescence;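 active means inhibition above about 35% when tested at 20 µM, limit read from the data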;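 further: plate controls were DMSO wells with enzyme for no effect and DMSO wells lacking enzyme for full effect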
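Assay system – recombinant HKDC1 (HK5) hexokinase enzyme, produced in-house · Input – HKDC1 at 5 µg/mL · Reagent – glucose plus 1 mM ATP as hexokinase substrates · Timing – 90 min reaction incubation at room temperature, dark · Measured by – G6PDH/diaphorase-coupled fluorescence, 1 mM NADP, 100 µM resazurin, 525/613 nm · Benchmarks – DMSO-enzyme wells negative, buffer-substituted wells positive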
SENP8 block-1 = SENP8 (human) protease inhibition | hit rate 0.64% among 360,000 | inhibition, % at 20 µM | Q96LD8 | recombinant SENP8, Nedd8 substrate fluorescence | AID 602440; in the data active means inhibition mostly above about 40%, no sharp cut-off; inactive means mostly below about 27%
SENP1 inh = SENP1 (human) catalytic domain inhibition; Q9P0U3; recombinant SENP1 catalytic domain, CyPet-SUMO1-YPet FRET cleavage; inhibition, % at 10 µM; hit rate 0.21% among 360,000;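 active means inhibition at least 30% at 10 µM, raw YFP signal under a set limit, fluorescence ratio 0.5 to 1.5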;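 further: 0% = enzyme with DMSO and 100% = no enzyme wells; some results filed as inactive read as strong as hits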
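Material: hSENP1 catalytic domain, recombinant; medium: Tris pH 8 with BME, BSA, NP40 and catalase; compound: single concentration of 10 µM compound, 0.5% DMSO final; technique: FRET read of cyan and yellow fluorescence; timing: 50 min enzyme reaction, room temperature, light-protected; reagent: SFCypet-SUMO1-SFYpet substrate at 25 nM; control set: no-enzyme low, enzyme-DMSO high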
SENP8 block-2 = inhibitors of human SENP8 protease | Q96LD8 | inhibition, % at 10 µM | hit rate 1.2% among 330,000 | purified SENP8, Z-RLRGG-aminoluciferin cleavage, luminescence | AID 2540; in the data active means inhibition above about 50%
SENP7 block = blocks the human protease SENP7. Q9BQF6. recombinant SENP7, Z-RLRGG-aminoluciferin luminescence, 40 min. inhibition, % at 5 µM. hit rate 1.5% among 330,000. AID 434973;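 active means inhibition above about 50% at the single test dose, limit read from the data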;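 further: plate controls were DMSO with enzyme for no effect and no enzyme buffer wells for full effect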
SENP6 inh = SENP6 protease inhibition | Recombinant SENP6 catalytic domain, aminoluciferin luminescence | inhibition, % at 10 µM | Q9GZR1 | hit rate 1.8% among 330,000;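 active means inhibition above about 50% at the single tested dose, limit read from the data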;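 further: plate controls were DMSO wells with enzyme for no effect and DMSO wells lacking enzyme for full effect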
The depositor's hits bear a star; · = no result given.

SMILES | PfGluPho inh | Apaf1 inhib | HKDC1 inhibitor | SENP8 block-1 | SENP1 inh | SENP8 block-2 | SENP7 block | SENP6 inh
CCOC(=O)C1(Cc2ccccc2)CCN(Cc2cnn(C(C)C)c2)CC1 | -19 | 1 | 10 | 7 | 0 | -8 | -8 | -6
O=C(/C=C\c1ccc2c(c1)OCO2)NC1(C(=O)Nc2ccc3c(c2)OCCO3)CCCCC1 | 1 | 9 | -5 | -30 | 5 | -1 | 6 | 11
COc1ccc(CC(=O)N/N=C/c2cccn2-c2ccc([N+](=O)[O-])cc2)cc1OC | 8 | -3 | -3 | 12 | -2 | 0 | 6 | -7
CCCn1ccc2c(OCC(=O)Nc3ccc(NC(C)=O)cc3)cccc2c1=O | -9 | 0 | 5 | -70 | -2 | 9 | -16 | -7
Cn1cc(S(=O)(=O)N2CCN(C(=O)c3ccco3)CC2)c(=O)n(C)c1=O | 3 | 3 | -6 | 11 | 2 | -17 | -10 | 7
Cn1c(N)c(C(=O)CSc2ncn[nH]2)c(=O)n(C)c1=O | 6 | -3 | -4 | 20 | 3 | -5 | -6 | -43
CCOc1ccc(OCC(=O)OCC(=O)NNC(=O)c2ccc([N+](=O)[O-])cc2)cc1 | -25 | 10 | -9 | 24 | 1 | 8 | 13 | -6
COc1ccccc1CNc1nc2nc3c(c(=O)n2[nH]1)CCC3 | 2 | -1 | 12 | 16 | -1 | -14 | 0 | -9
COc1ccc(Br)cc1C(=O)N/N=C/c1ccc2c(c1)n(C)c(=O)n2C | 21 | -2 | -12 | -414 | 1 | 3 | 6 | -5
CCN1CCN(c2ccc(S(=O)(=O)N3CCCCC3)cc2NC(=O)/C=C/c2ccc(Cl)cc2)CC1 | 19 | · | 3 | 4 | 0 | · | · | ·
Cc1ccc(N(CC(=O)Nc2cccc(Cl)c2C)S(C)(=O)=O)cc1 | 3 | 9 | -10 | 0 | 1 | 12 | 3 | -5
CCN(CC)S(=O)(=O)c1ccc2oc(C(=O)Nc3ccc(OC)cc3OC)c(C)c2c1 | -6 | -5 | -7 | -12 | 1 | 4 | -5 | 11
Cc1nn(C)c(C)c1NC(=O)c1ccc(S(=O)(=O)N(C)C)cc1 | -7 | -3 | 0 | 10 | -1 | -7 | 8 | -9
CCOc1ccccc1NC(=O)CSc1nc(=O)n(CCN2CCOCC2)c2c1CCCC2 | -21 | -3 | -6 | 7 | 2 | 11 | -12 | 4
COc1ccc(S(=O)(=O)N(C)C[C@H]2Oc3ccc(NS(=O)(=O)c4cccs4)cc3C(=O)N([C@H](C)CO)C[C@@H]2C)cc1 | -6 | · | 1 | 20 | 2 | · | · | ·
COc1cc(NC(=O)CN2CCN(c3ccccc3F)CC2)cc(OC)c1 | 1 | 4 | -11 | 19 | 2 | -4 | 13 | -19
CCOc1ccc(S(=O)(=O)N2CCCCC2)cc1NS(=O)(=O)c1cccs1 | -16 | 2 | -2 | 7 | 2 | 2 | 0 | -19
O=C(Oc1ccc(C(=S)N2CCCCC2)cc1)c1ccccc1 | -2 | 13 | -5 | 16 | -1 | 9 | 29 | 5
CCc1nnc(NS(=O)(=O)c2ccc(NC(=O)c3cc4ccccc4oc3=O)cc2)s1 | · | 8 | · | · | · | -8 | -7 | 17
COc1ccc2cc(-c3ccn[nH]3)ccc2c1 | 16 | 6 | 0 | 4 | 0 | 45 | 59* | 66*
CC1(C)Cc2c(cnn2-c2ccc(F)cc2)C(NC(=O)CCN2CCCC2=O)C1 (stereo not drawn) | 4 | -3 | -4 | 2 | 0 | -14 | -5 | -14
Cc1c(CC(Cl)(Cl)Cl)c2c(n1O)CC(C)(C)CC2=O | 13 | 0 | -5 | 3 | 0 | -4 | -2 | -6
CCC(=O)Nc1ccc(N2CCCCC2)cc1 | -2 | -9 | -8 | 1 | 3 | -10 | -8 | -12
CC(=O)Nc1ccc(S(=O)(=O)N2CCN(c3nc(C)cc(C)n3)CC2)cc1 | 2 | 7 | -4 | -6 | 1 | -8 | 12 | -19
CCC(C)C(=O)Nc1nnc(SCC(=O)N2C(C)CCCC2C)s1 (stereo not drawn) | -5 | 5 | -5 | 19 | -1 | -10 | 3 | -16
OCCOCCNc1ncnc2c1cnn2-c1ccccc1 | 0 | -11 | -5 | 19 | -1 | -8 | -1 | -24
Cc1nn(C)c2ncc(C(=O)c3ccccc3O)cc12 | 0 | 10 | -3 | 7 | 0 | 6 | 5 | -15
O=C(O)c1ccc(N2C(=O)CC(SC(=NCc3ccc4c(c3)OCO4)Nc3ccccc3)C2=O)cc1 (stereo not drawn) | -14 | 6 | -5 | 12 | 0 | -3 | -3 | -7
CCOC(=O)C1CCN(c2c(NCCCN(C)C3CCCCC3)c(=O)c2=O)CC1 | 15 | 10 | -9 | 18 | 4 | -6 | 6 | -4
N#CCC(=O)N/N=C/c1cccc(Oc2ccccc2)c1 | 33 | 13 | -9 | 11 | 0 | -2 | -6 | 3
C=CCc1cccc2cc(C(=O)N3CCN(C(=O)c4ccccc4)CC3)c(=O)oc12 | -27 | 4 | 5 | -6 | -6 | -1 | 6 | 10
C/C=C(\C)C(=O)NCCN1C2=NC[C@@H](C)N2C[C@@H]1Cc1ccc(OC)cc1 | -16 | 6 | 2 | 13 | 2 | -18 | -12 | -13
Cc1cccc(N2CCN(C(=O)CCCOc3ccccc3)CC2)c1C | 16 | 25 | 5 | 16 | -2 | -1 | 6 | -2
CCn1c(CNC(=O)c2cccs2)nnc1SCC(=O)NCCc1ccccc1 | 0 | · | 5 | 11 | 5 | · | · | ·
O=C(Nc1sc2c(c1C(=O)O)CCC2)c1ccc(F)cc1 | 91* | 8 | -3 | -84 | 1 | 81* | 45 | 87*
COc1ccc(S(N)(=O)=O)cc1C(=O)NNC(=O)C1COc2ccccc2O1 (stereo not drawn) | -15 | -8 | 10 | 23 | 0 | 7 | -7 | -14
COc1ccc(OC)c(C(=O)c2coc3ccc(O)cc23)c1 | 1 | 2 | -5 | 5 | 0 | -2 | 3 | 7
CC1(C)CC(=O)C2=C(C1)N(N1CCOCC1)C(N)=C(C#N)C2c1cccs1 (stereo not drawn) | 9 | 0 | -15 | 12 | 1 | 5 | 2 | 9
c1ccc2oc(-c3[nH]ncc3CN3CCSCC3)cc2c1 | 4 | 1 | -2 | 13 | 0 | 0 | 4 | -3
CSc1ccccc1NC(=S)NCc1ccc(Cl)cc1 | 0 | 0 | -1 | 5 | 1 | 7 | 3 | -2
Cc1cc(C)cc(NC(=S)N2CCN(c3ncccn3)CC2)c1 | -5 | -17 | 0 | 14 | 5 | -4 | 7 | -9
COc1ccc(N2CCN(C(=O)COC(=O)c3cccc(OC)c3O)CC2)cc1 | -8 | -4 | -4 | 14 | 1 | 13 | 0 | -9
CCCn1cnc2c(oc3ccccc32)c1=O | -1 | -1 | -2 | 15 | 0 | 3 | 0 | -12
CC(/C=C/c1ccc2c(c1)OCO2)=N\NC(=O)C(O)c1ccccc1 (stereo not drawn) | 12 | -2 | -3 | -97 | 0 | -2 | -3 | 2
O=C1CCCC(=O)N1c1ccc(N2CCN(c3ccc([N+](=O)[O-])cc3)CC2)c([N+](=O)[O-])c1 | · | 33 | · | · | · | 8 | 4 | -6
CCCCC(=O)Nc1ccc(NC(=O)c2ccc3c(c2)OCO3)cc1OC | -5 | -12 | -5 | 0 | 0 | 6 | -5 | 5
COC(=O)c1ccc(NC(=O)CSc2nc(=O)cc(N)n2-c2ccccc2)cc1 | -14 | -9 | 12 | 12 | 2 | 0 | 1 | 5
Cc1cc(C)cc(C(=O)Nc2nnc(SCC(=O)N3CCCc4ccccc43)s2)c1 | -38 | 22 | 4 | -26 | 2 | -11 | -15 | -48
CC(=O)Nc1c(F)c(F)c(F)c(F)c1F | -15 | 4 | 0 | -2 | 0 | 0 | 4 | 8
Cc1ccc(Cl)c(NC(=O)CN2CCN(C=O)CC2)c1 | · | -4 | · | · | · | -12 | -2 | -50
O=C(Nc1ccc2c(c1)OCCO2)C1CCN(c2nnnn2-c2ccccc2)CC1 | -11 | -3 | -2 | 10 | 3 | -3 | 0 | -6
O=C(Nc1ccc(OC(F)(F)F)cc1)Oc1ccccc1N1CCCCC1 | 21 | 5 | 7 | 17 | -1 | -6 | -10 | -1
Cc1ccccc1C(=O)NCc1ccncc1 | 3 | -4 | -6 | 18 | 0 | -1 | 1 | -6
CSc1cccc(NC(=O)c2cc(S(=O)(=O)N3CCc4ccccc43)cn2C)c1 | 17 | 5 | -1 | 6 | 1 | -1 | 2 | -2
CCOC(=O)c1[nH]c(C)c(C(=O)N2CCN(C(=O)c3ccco3)CC2)c1C | -11 | -12 | -6 | 5 | -1 | -4 | -1 | 2
CC1CCN(S(=O)(=O)c2cn(CC(=O)N3CCN(C)CC3)c(=O)c3ccccc23)CC1 | 14 | · | -6 | 4 | 3 | · | · | ·
CCC(C(=O)NC1CCCC1)N(C(=O)Cn1nnc(-c2ccc(C)o2)n1)C(C)(C)C (stereo not drawn) | -2 | 0 | -9 | 10 | 0 | 5 | -1 | 1
CC(=O)c1cccc(NC(=O)c2ccc3c(=O)n4c(nc3c2)CCCCC4)c1 | 0 | 4 | -6 | 4 | 1 | -5 | -8 | -17
COc1ccc(-c2cc(C(=O)NCc3ccco3)no2)cc1OC | 8 | 0 | -5 | -49 | -2 | -3 | 13 | -7
COc1ccc(CNC(=O)C2=CC(c3ccc(OC)c(OC)c3)=NS(=O)(=O)N2C)cc1 | 16 | 6 | -4 | -172 | -8 | 8 | 2 | -8
Carrying on.
SMILES | PfGluPho inh | Apaf1 inhib | HKDC1 inhibitor | SENP8 block-1 | SENP1 inh | SENP8 block-2 | SENP7 block | SENP6 inh
CC(O)c1nc2ccccc2n1C(C)c1ccccc1 (stereo not drawn) | 10 | -8 | -5 | 13 | 0 | 3 | 0 | 5
CCO[C@@H]1OC(C(=O)O)=C[C@H](c2ccccc2)[C@H]1CCCO | 11 | -3 | -2 | 12 | 3 | -2 | 2 | -2
CC(C)OCCCNC(=O)CN1CCN(Cc2ccc(Cl)cc2)C1=O | -1 | 3 | -7 | 21 | -2 | -3 | 1 | -10
O=C(O)CC(NC(=O)C(c1ccccc1)c1ccccc1)c1cccc([N+](=O)[O-])c1 (stereo not drawn) | -22 | -16 | -2 | 5 | 4 | 6 | 9 | 12
CN(C)c1nn(C(=O)Nc2cccc(C(F)(F)F)c2)cc1-c1ccccc1 | 16 | -7 | 3 | 26 | -1 | 5 | -6 | 2
O=S(=O)(Cc1nnnn1-c1ccccc1)c1ccc(F)cc1 | 5 | 0 | 1 | 4 | -1 | 6 | -5 | 10

Random excerpt: 4 records from the list
SMILES | PfGluPho inh | Apaf1 inhib | HKDC1 inhibitor | SENP8 block-1 | SENP1 inh | SENP8 block-2 | SENP7 block | SENP6 inh
CCO[C@@H]1OC(C(=O)O)=C[C@H](c2ccccc2)[C@H]1CCCO | 11 | -3 | -2 | 12 | 3 | -2 | 2 | -2
CC(C)OCCCNC(=O)CN1CCN(Cc2ccc(Cl)cc2)C1=O | -1 | 3 | -7 | 21 | -2 | -3 | 1 | -10
O=S(=O)(Cc1nnnn1-c1ccccc1)c1ccc(F)cc1 | 5 | 0 | 1 | 4 | -1 | 6 | -5 | 10
O=C(O)CC(NC(=O)C(c1ccccc1)c1ccccc1)c1cccc([N+](=O)[O-])c1 (stereo not drawn) | -22 | -16 | -2 | 5 | 4 | 6 | 9 | 12
